# HePTP inhibitor = inhibitors of human HePTP phosphatase, primary screen, biochemical, absorbance, leukemia target; recombinant HePTP phosphatase activity, OD absorbance; inhibition, % at 20 µM; actives 0.64% (n = 110,000); AID 521, 2006; Tyrosine-protein phosphatase non-receptor type 7 (Homo sapiens), P35236; in the data active = inhibition above about 50%;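 also: plate controls were vehicle for no effect and reference inhibitor for full effect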
# Target sequence (P35236 whole entry, looked up): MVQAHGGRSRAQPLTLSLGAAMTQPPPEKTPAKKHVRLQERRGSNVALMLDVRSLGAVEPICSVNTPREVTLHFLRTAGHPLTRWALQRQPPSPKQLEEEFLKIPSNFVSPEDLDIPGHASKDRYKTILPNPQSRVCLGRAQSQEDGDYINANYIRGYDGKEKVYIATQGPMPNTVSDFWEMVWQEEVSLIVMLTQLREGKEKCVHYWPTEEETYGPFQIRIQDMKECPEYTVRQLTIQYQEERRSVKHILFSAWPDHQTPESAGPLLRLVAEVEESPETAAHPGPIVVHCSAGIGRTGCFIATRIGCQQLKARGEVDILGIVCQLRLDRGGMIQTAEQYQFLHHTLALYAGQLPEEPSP
# BAP1 inh = inhibitors of BAP1 deubiquitinase, primary screen, biochemical, Ub-AMC fluorescence, kinetic; recombinant BAP1, Ub-AMC hydrolysis fluorescence kinetic; stronger effect = lower value; Ubiquitin carboxyl-terminal hydrolase BAP1 (Homo sapiens), Q92560; activity remaining (% of control), % at 20 µM; actives 0.48% (n = 72,000);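 active = activity remaining at or below 50% of control, provided the compound also passes the data quality filters; inactive = the rest, including low values that fail the filters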;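 also: 100% = DMSO wells rate and 0% = substrate alone blank rate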
# Numbers without * were called inactive; nt = no result given; & = joins results of further samples.
structure	HePTP inhibitor	BAP1 inh
O=C(N/N=C/c1cccc([N+](=O)[O-])c1)C(Oc1ccccc1)Oc1ccccc1	-3.8	nt
Cn1cc(/C=C(/C#N)C(=O)Nc2cccc(Br)c2)c2ccccc21	-4.6	nt
CC(C)(C)C(=O)COC(=O)c1ccc(O)cc1	6.7	99.4
N#Cc1c(N)nc2cc(N)ccc2c1-c1ccc(O)cc1	104.3*	nt
O=C(NC1CCCCC1)C1CCN(C(=O)NCc2ccccc2)CC1	6.4	120.6
COC(=O)c1ccc(Oc2ccc(OC(C)=O)cc2)cc1	0.0	nt
Cc1nn(CC(=O)Nc2cccnc2N2CCOCC2)c(=O)c2ccccc12	6.3	nt
c1ccc(Cn2nnc3c(N4CCC5(CC4)OCCO5)ncnc32)cc1	9.2	105.2
COc1ccccc1NC(=O)c1c(NC(=O)C(C)(C)C)sc2c1CCCC2	-4.9	nt
CC(C)(C)C1(O)CC(C(F)(F)F)=NN1C(=O)COc1ccccc1 (centres undefined)	-0.5	nt
CCOC(=O)c1cnc2cc(-c3cccs3)[nH]n2c1=O	5.9	nt
Cc1cc(C)nc(SC/C=C/CSc2nc(C)cc(C)n2)n1	1.2	nt
O=C(CCCc1nc(-c2ccccc2)no1)N1CCOCC1	-6.8	98.5
CCCOc1ccc2c(C)c(CC(=O)OC)c(=O)oc2c1	-6.4	470.7
CN1c2ccccc2C(C)(C)C12CCCC(=O)N2 (centres undefined)	-4.0	115.3
O=C(/C=C/c1ccc(OCc2ccccc2)cc1)c1cccc(Br)c1	3.7	nt
COc1cc(C(=O)Nc2nc3c(cc4c5c(cccc53)CC4)s2)cc(OC)c1OC	nt	632.2
O=C(Nc1ccc(Cl)cn1)Nc1cccs1	3.9	89.9
O=C(CSc1nc(-c2ccc(F)cc2)cc(C(F)(F)F)n1)NCCN1CCOCC1	nt	113.9
Cc1cccc(NC(=O)c2cc(N3CCCCC3)nc3ccccc23)c1	nt	145.8
Cc1cccc(C)c1NC(=O)CSc1nnc(NC(=O)CN2CCOCC2)s1	4.6	nt
CC(C)C12CN3CC(C(C)C)(CN(C1)C3c1c[nH]c3ccccc13)C2=O (centres undefined)	-3.4	nt
COc1ccc(/C=C(\NC(=O)c2ccc(Cl)cc2)C(=O)NCc2cccnc2)cc1OC	2.8	nt
O=C(O)CCc1ccc(-c2cccs2)o1	25.1	88.6

# Overlap with the part before: seven compounds, then new ones.
structure	HePTP inhibitor	BAP1 inh
O=C(Nc1ccc(Cl)cn1)Nc1cccs1	3.9	89.9
O=C(CSc1nc(-c2ccc(F)cc2)cc(C(F)(F)F)n1)NCCN1CCOCC1	nt	113.9
Cc1cccc(NC(=O)c2cc(N3CCCCC3)nc3ccccc23)c1	nt	145.8
Cc1cccc(C)c1NC(=O)CSc1nnc(NC(=O)CN2CCOCC2)s1	4.6	nt
CC(C)C12CN3CC(C(C)C)(CN(C1)C3c1c[nH]c3ccccc13)C2=O (centres undefined)	-3.4	nt
COc1ccc(/C=C(\NC(=O)c2ccc(Cl)cc2)C(=O)NCc2cccnc2)cc1OC	2.8	nt
O=C(O)CCc1ccc(-c2cccs2)o1	25.1	88.6
CCCCn1nnnc1NCc1ccc(OC)c(OC)c1	3.4	71.7
C=CCN(CC=C)C(=O)CN1C(=O)c2ccccc2C1=O	14.7	92.5
CCOC(=O)C1=C(C)N=c2s/c(=C\c3cc4c(cc3Cl)OCO4)c(=O)n2C1c1cccc(OC)c1 (centres undefined)	5.3	nt
c1ccc(CSc2nnnn2-c2cccc3ccccc23)nc1	13.0	102.4
CC(=O)Nc1ccc2c(c1)C(=O)c1ccccc1C2=O	3.3	nt
Cc1sc2nc(SC/C=C/c3ccccc3)[nH]c(=O)c2c1C	-2.1	nt
CNC(=O)OC(C)CNS(=O)(=O)c1ccc(C)cc1 (centres undefined)	13.8	111.0
CC(=O)Oc1ccc(C(=O)O)c(OC(C)=O)c1	-2.9	nt
O=C(CSc1nc2ccccc2o1)NC(=O)NCc1ccco1	7.1	89.1
COc1ccc(OC)c(C(=O)COC(=O)c2ccccc2O)c1	8.9	nt
CC1CCN(CCNC(=O)c2ccc(NC(=O)C3CCCO3)cc2)CC1 (centres undefined)	-9.6	nt
CN(C)Cc1c(O)ccc2cc(-c3nc4ccccc4s3)c(=O)oc12	6.6	nt
COc1ccc(-c2nnc(SCCC(=O)O)n2C)cc1OC	4.3	108.3
CCCC(C)C(=O)N(Cc1ccccc1)c1ccccn1 (centres undefined)	nt	135.8
CCC(c1ccccc1)c1nnc(NC(=O)Nc2ccccc2)s1 (centres undefined)	8.7	nt
O=C(CN1CCC(C(=O)c2ccc3c(c2)OCCO3)CC1)NC1CCCC1	-6.8	93.4
CC(=O)NC(=O)c1cc2cc([N+](=O)[O-])ccc2oc1=Nc1ccccc1C	nt	68.9
O=[N+]([O-])c1cc2c(cc1C=Nc1ccc(OC(F)(F)F)cc1)OCO2	-17.3	nt
CCN(CC)C(=O)N1CCC(NC(=O)Cc2ccccc2)CC1	1.6	nt
O=C(Nc1cccc(C(F)(F)F)c1)c1ccccc1C(F)(F)F	-5.9	nt
Cc1ccc(CCNC(=O)CCNS(=O)(=O)c2ccc3c(c2)oc(=O)n3C)cc1	5.1	97.8
COc1cc(NC(=O)c2ccc([N+](=O)[O-])cc2Cl)ccc1NC(=O)c1ccco1	-9.9	nt
CS(=O)(=O)N(Cc1ccc(C(=O)NC2CCCCC2O)cc1)c1ccccc1 (centres undefined)	2.6	103.8
Fc1ccc(-n2cnnn2)c(F)c1	5.5	86.3

# No new results follow: entries from further up.
structure	HePTP inhibitor	BAP1 inh
COc1ccc(-c2nnc(SCCC(=O)O)n2C)cc1OC	4.3	108.3
CCCC(C)C(=O)N(Cc1ccccc1)c1ccccn1 (centres undefined)	nt	135.8

# Following part:
structure	HePTP inhibitor	BAP1 inh
COc1ccccc1NC(=O)/C(=C\c1ccco1)NC(=O)c1cccs1	3.7	nt
CCCCn1c(NC(=O)c2ccc(F)cc2)c(C#N)c2nc3ccccc3nc21	11.7	nt
CCOc1ccc(N(CC(=O)N2CCN(c3ccccc3)CC2)S(C)(=O)=O)cc1	3.5	nt
Cc1c(NC(=O)c2ccc(Cl)c(Cl)c2)c(=O)n(-c2ccccc2)n1C	9.7	nt
CCOC(=O)c1c(NC(=O)CCc2ccccc2)sc2c1CCC2	4.3	nt
CC(NC(=O)c1cccnc1)C(=O)N1CCCCC1 (centres undefined)	-7.4	91.1
Cc1ccc(Cl)cc1N(Cc1ccc(C(=O)NCc2ccco2)cc1)S(=O)(=O)c1ccccc1	5.6	nt
COC(=O)C1=C(C)N=c2s/c(=C\c3cc(OC)c(OC)cc3[N+](=O)[O-])c(=O)n2C1c1ccccc1 (centres undefined)	3.1	nt
Cc1cc(C)c(COCCOCc2c(C)cc(C)c(/C=N/O)c2C)c(C)c1/C=N/O	2.5	nt
CCOC(=O)COc1ccc(CCNC(C)=O)cc1	10.2	nt
CCN(CC)CCN1C(=O)C(=O)/C(=C(/O)c2ccc(F)cc2)C1c1cccnc1 (centres undefined)	8.3	108.4
Cc1cccc(C(=O)NNC(=O)c2ccccc2C)c1	-0.8	nt
CCOc1cc(/C=N/NC(=O)C(=O)N2CCCC2)ccc1O	4.0	nt
COCC(=O)NCc1nc2ccccc2[nH]1	5.1	nt
CC(=O)c1cccc(N2C(=O)C3C4C=CC(C4)C3C2=O)c1 (centres undefined)	-5.6	nt
O=C(CSCC(=O)c1ccc([N+](=O)[O-])cc1)Nc1ccc2ccccc2c1	4.0	nt
CC(=O)OCCN(CCOC(C)=O)c1c(C)[nH]c(=O)[nH]c1=O	5.4	96.5
CCOC(=O)c1cnn(-c2nc(-c3ccccc3)nc3c2COC(C)(C)C3)c1N	-5.8	nt
CCOC(=O)N1CCC(NC(=O)c2cc(C(=O)Nc3ccc(OCC)cc3)ccc2CO)CC1	5.2	107.9
Cc1ccc(S(=O)(=O)Nc2ccccn2)cc1C	7.2	nt
COc1cc(OC)c([N+](=O)[O-])cc1/C=C1\C=C(c2ccc(Cl)cc2)OC1=O	-5.4	nt
COc1ccc(C2/C(=C(/O)c3ccccc3)C(=O)C(=O)N2c2cccc(C)c2)cc1 (centres undefined)	-2.7	nt
CN1C[N+]([O-])=C(c2ccccc2)C1(C)C	7.7&-7.5	103.6
CC1CCCCN1C(=O)C12CCC(C)(/C(=N/O)C1)C2(C)C (centres undefined)	5.7	105.9

# Gathered by group, the entries above with an aryl thioether with sulfur outside any ring
structure	HePTP inhibitor	BAP1 inh
Cc1cc(C)nc(SC/C=C/CSc2nc(C)cc(C)n2)n1	1.2	nt
O=C(CSc1nc(-c2ccc(F)cc2)cc(C(F)(F)F)n1)NCCN1CCOCC1	nt	113.9
Cc1cccc(C)c1NC(=O)CSc1nnc(NC(=O)CN2CCOCC2)s1	4.6	nt
c1ccc(CSc2nnnn2-c2cccc3ccccc23)nc1	13.0	102.4
Cc1sc2nc(SC/C=C/c3ccccc3)[nH]c(=O)c2c1C	-2.1	nt
O=C(CSc1nc2ccccc2o1)NC(=O)NCc1ccco1	7.1	89.1
COc1ccc(-c2nnc(SCCC(=O)O)n2C)cc1OC	4.3	108.3

# Going on with the list:
structure	HePTP inhibitor	BAP1 inh
O=C(Cc1c(F)cccc1Cl)N1CCCC1	3.8	77.2
COC(=O)c1c(-c2ccc(Br)cc2)csc1NC(=O)C1CCCCC1C(=O)O (centres undefined)	-4.6	nt
CCOc1ccccc1OCC(=O)OCC(=O)Nc1ncc(Cl)cc1Cl	5.2	114.2
Cn1c(C(=O)NCCCN2CCCC2=O)cc2c(=O)n3ccccc3nc21	7.3	nt
CCN(CP(=O)(O)CN1CCOCC1)C(C)=O	-0.3	nt
Brc1cccc(CN2CCN(Cc3ccccn3)CC2)c1	-13.8	nt
O=C(COc1ccccc1[N+](=O)[O-])N/N=C/c1cc(O)c(Br)cc1Br	8.8	nt
O=C(NC(c1ccccc1)c1ccccc1)C(c1ccccc1)N1CCOCC1 (centres undefined)	nt	70.0
Cc1ccc(C2CC(C(F)(F)F)n3ncc(C(=O)N4CCSCC4)c3N2)cc1 (centres undefined)	6.7	nt
O=C(NCCc1ccc(Cl)cc1)C(=O)Nc1nccs1	0.7	nt
Cc1ccccc1N1C(=O)c2cccc3c(N4CCNCC4)ccc(c23)C1=O	-1.1	nt
COc1cccc(/C=C2\SC(=S)N(Cc3ccccc3)C2=O)c1OC	-0.3	nt
O=C(Cc1c(O)c2ccccc2[nH]c1=O)NCc1cccc(F)c1	1.9	nt
CCOCCOCCC(C(=O)O)P(=O)(c1ccccc1)c1ccccc1 (centres undefined)	-22.4	nt
CCN(CC)C(=O)CSc1nc2ccccc2c(=O)n1CCC(=O)NCc1ccc(F)cc1	5.8	64.6
CC(=O)Oc1cccc(/C=C2\C=C(c3ccc(Br)cc3)OC2=O)c1	-3.8	nt
Nc1ccc(S(=O)(=O)c2cccc([N+](=O)[O-])c2)cc1[N+](=O)[O-]	nt	75.2
O=S(=O)(c1ccccc1)N(Cc1ccc(F)cc1)c1ccccc1	-6.2	nt
CCOc1ccc2nc(NCCNC(=O)C3CC3)c(C)cc2c1	-8.6	nt
CC(=O)C1=C(C)NC(=O)NC1c1cccc([N+](=O)[O-])c1 (centres undefined)	12.4	nt
CC1CCCCC1NC1CC(=O)N(c2ccccc2)C1=O (centres undefined)	nt	124.7
CCS(=O)(=O)Nc1ccc(C(=O)OC)cc1	-11.1	95.0
Cc1ccc(-c2cc(-c3cccc(F)c3)n[nH]2)c(O)c1	-1.0	78.6
Cn1c(=O)c2c(nc(-n3ccnc3)n2C)n(C)c1=O	15.4&-19.8	111.1
Cc1ccc(OCC(O)CN2CCN(c3ccccc3)CC2)cc1C (centres undefined)	nt	139.1
O=C(NCCN1CCOCC1)c1nn2c(c1Cl)NC(c1ccccc1)CC2C(F)(F)F (centres undefined)	3.4	97.3&114.3
COc1ccccc1NC(=O)C1=C(C)Nc2nnnn2C1c1cccc(C)c1 (centres undefined)	-2.0	95.5
COc1ccc(Cl)cc1NC(=O)CSc1nnc(COc2ccccc2)n1C	8.3	102.5
CCC(=O)Nc1ccc(NC(=O)/C=C/c2ccco2)cc1	-3.1	nt
O=C(NC1C2CC3CC(C2)CC1C3)c1ccc(Cl)cc1Cl (centres undefined)	3.0	nt
CCOc1ccc2ccc(OCC)c(/C=C3/SC(=S)NC3=O)c2c1	-6.4	nt
CC(C)(C)OC(=O)NCCc1nnc(SCC(N)=O)o1	-8.5	101.0
